hgDAF12 agonist = agonists of H. glycines DAF-12 nuclear receptor; HEK293 GAL4-hgDAF12 UAS-luciferase reporter, agonist luminescence; normalized to butyrate control; activation, % at 6.8 µM; hit rate 1.8% among 370,000; AID 687014;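 active = activation above a cutoff set at the mean of all screened compounds plus 3 SD, cut at about 10% in these data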;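 note: 0% = DMSO wells and 100% = sodium butyrate wells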
KLK7 zymogen act = activates the human kallikrein-7 zymogen; P49862; AID 652039; hit rate 0.9% among 370,000; activation, % at 7 µM; purified proKLK7, EDANS-DABCYL substrate fluorescence; 100% is mature enzyme control, 0% vehicle;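 active = activation above the mean of all tested compounds plus 3 SD, computed per campaign excluding outliers beyond control limits, cut at about 13% in these data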
Target sequence (P49862 whole entry, looked up): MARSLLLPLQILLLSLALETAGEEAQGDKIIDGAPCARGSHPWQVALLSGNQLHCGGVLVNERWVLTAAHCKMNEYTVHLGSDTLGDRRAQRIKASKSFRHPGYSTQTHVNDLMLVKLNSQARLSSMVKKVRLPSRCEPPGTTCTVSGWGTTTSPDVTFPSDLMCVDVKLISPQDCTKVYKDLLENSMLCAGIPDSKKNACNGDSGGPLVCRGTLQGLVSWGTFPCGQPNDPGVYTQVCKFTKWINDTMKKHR
SMARCA2 activ = SMARCA2 function activation, primary screen; MG213 cells, MMTV-luciferase reporter, dexamethasone, overnight; activation, % at 9.1 µM; AID 652017; hit rate 1% among 370,000; in the data active = activation above about 7.8%;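 note: 0% = vehicle wells and 100% = reference activator wells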
hcDAF12 agonist = activates DAF-12 receptor from parasite H. contortus. HEK293 hcDAF-12 lit1-tk-luc reporter, luminescence; 0% DMSO, 100% Δ7-dafachronic acid. activation, % at 6.8 µM. hit rate 1.4% among 370,000;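 active = activation above the mean of all tested compounds plus 3 SD, cut at about 5.5% in these data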;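 note: 100% = response to 3 µM Δ7-dafachronic acid high control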
NPR1 activator = GC-A (human) enzyme activation | P16066 | HEK293 GC-A cells, cGMP TR-FRET, EC30 ANP; 0% at EC30 ANP, 100% saturating ANP | activation, % at 10 µM | hit rate 0.14% among 370,000 | AID 1671463; in the data active = activation above about 40%
DAX1 inh-1 = inhibitors of human orphan nuclear receptor DAX1 (NR0B1) | HEK293 Gal4-DAX1 luciferase reporter, luminescence | hit rate 0.99% among 340,000 | inhibition, % at 6.75 µM | P51843 | AID 504766;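 active = inhibition above the mean over all tested compounds plus 3 SD, cut at about 4.2% in these data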;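 note: 0% = DAX1-transfected cells with DMSO and 100% = empty-vector control cells with DMSO; inhibition shows as a rise in luminescence from relieved DAX1 repression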
Target sequence (P51843 207-470 limits assumed): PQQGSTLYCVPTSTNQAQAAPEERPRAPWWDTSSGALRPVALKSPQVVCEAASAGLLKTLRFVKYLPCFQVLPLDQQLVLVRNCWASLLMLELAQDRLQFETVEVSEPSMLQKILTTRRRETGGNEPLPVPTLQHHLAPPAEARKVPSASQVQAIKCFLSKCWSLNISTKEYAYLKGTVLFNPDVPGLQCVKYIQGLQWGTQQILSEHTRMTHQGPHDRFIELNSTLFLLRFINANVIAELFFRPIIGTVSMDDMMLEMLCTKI
GAA850 FXN act = increases GAA850 frataxin promoter reporter activity; HEK293 lucGAA850 FXN promoter luciferase reporter, 24 h; percent of 10 µM SAHA response; activation, % at 6 µM; hit rate 0.56% among 360,000; AID 540364;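 active = activation above the average of all compounds screened plus 3 SD, cutoff fixed separately per campaign, cut at about 7.5% in these data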;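 note: 0% = DMSO wells and 100% = 10 µM SAHA wells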
DAX1 inh-2 = DAX1 (NR0B1) inhibition, primary screen | HEK293T StAR-luciferase reporter, SF-1/DAX-1 repression relief | AID 652010 | inhibition, % at 6.8 µM | hit rate 1.1% among 370,000;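 active = inhibition above the mean over all tested compounds plus 3 SD, cut at about 3.6% in these data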;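 note: 0% = DAX-1 cells with DMSO and 100% = cells lacking DAX-1 with DMSO; higher inhibition means more luminescence from relief of DAX-1 repression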
ssDAF-12 act = activators of S. stercoralis DAF-12 nuclear receptor; activation, % at 6.8 µM; hit rate 1% among 370,000; HEK293 ssDAF-12/GRIP1 lit1-tk-luc reporter, luminescence; % of 3 µM dafachronic acid response; AID 652126;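 active = activation above the mean over all tested compounds plus 3 SD, cut at about 0.9% in these data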;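 note: 0% = DMSO-only wells and 100% = 3 µM delta7-dafachronic acid wells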
GC-B act = GC-B (human) receptor activation; HEK293-GC-B cells, CNP EC30, cGMP TR-FRET; 0% at EC30 CNP, 100% saturating CNP; activation, % at 10 µM; hit rate 0.11% among 370,000; AID 1920062;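 active = activation at 10 µM reaching about 35% in either raw or pattern-adjusted values, limit read from the data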
HGIII-sPLA2 inh = Blocks human group III sPLA2 activity | inhibition, % at 12.2 µM | AID 743126 | hit rate 0.56% among 370,000 | QFRET BODIPY PC-A2 liposome hydrolysis, fluorescence | Q9NZ20;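 active = inhibition above mean plus 3 SD of compounds lying within the high and low control bounds, cut at about 19% in these data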;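 note: 0% = median of test compound wells and 100% = no enzyme DMSO wells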
Target sequence (Q9NZ20 whole entry, looked up): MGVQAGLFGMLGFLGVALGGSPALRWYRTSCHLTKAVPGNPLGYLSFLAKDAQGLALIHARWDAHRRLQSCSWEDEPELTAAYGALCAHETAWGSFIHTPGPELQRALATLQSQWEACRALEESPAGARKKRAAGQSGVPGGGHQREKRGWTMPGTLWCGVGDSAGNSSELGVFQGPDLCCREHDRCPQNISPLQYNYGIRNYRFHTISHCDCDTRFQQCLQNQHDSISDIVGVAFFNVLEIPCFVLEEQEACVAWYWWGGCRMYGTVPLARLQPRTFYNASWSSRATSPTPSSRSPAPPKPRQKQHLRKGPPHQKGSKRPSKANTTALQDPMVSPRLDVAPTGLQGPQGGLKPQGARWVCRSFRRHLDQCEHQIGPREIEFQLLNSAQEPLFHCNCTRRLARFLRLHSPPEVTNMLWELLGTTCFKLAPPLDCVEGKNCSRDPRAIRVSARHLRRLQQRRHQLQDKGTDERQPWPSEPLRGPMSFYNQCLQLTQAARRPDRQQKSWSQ
Numbers without * were called inactive; x = not tested or not shown.

SMILES	hgDAF12 agonist	KLK7 zymogen act	SMARCA2 activ	hcDAF12 agonist	NPR1 activator	DAX1 inh-1	GAA850 FXN act	DAX1 inh-2	ssDAF-12 act	GC-B act	HGIII-sPLA2 inh
COc1cccc(CN(C)C(=O)c2cc(COc3ccc4ncccc4c3)on2)c1	-10.6	0.0	-5.8	-5.6	-2.0	-3.4	-3.3	-3.1	-3.1	-7.0	-14.7
CC(Cl)c1cc(-c2ncc(C(F)(F)F)cc2Cl)no1 (stereo not given)	5.4	0.1	-1.4	1.7	3.2	-1.0	2.8	-0.4	-0.9	6.5	-1.2
CCOc1ccccc1NC(=O)CCNC(=O)c1ccco1	-1.1	-0.3	1.6	1.3	2.5	0.5	-0.5	-0.2	-0.6	-5.0	5.2
Cn1cc(Br)c(C(=O)NC(=S)N2CCN(c3ccccn3)CC2)n1	-4.1	0.6	-1.2	0.0	-2.1	-1.2	1.2	-0.6	-1.5	-0.2	16.2
COc1cccc2c1C(CCCC(=O)O)CCC2 (stereo not given)	-1.9	0.1	-3.2	0.5	1.2	0.7	-1.6	-0.5	-0.8	-1.9	9.9
Nc1nc(Nc2ccccc2)nc(NC2CCCCC2)c1[N+](=O)[O-]	1.3	0.2	-2.8	-0.2	22.2	-0.2	6.5	-0.4	-1.0	14.7	-3.6
c1ccc2[nH]c(CCCc3nc4ccccc4[nH]3)nc2c1	-2.0	0.5	-1.6	-2.3	2.9	1.7	-0.3	-0.1	-1.5	-0.3	0.8
CCOc1ncccc1C(=O)Nc1ccc2c(c1)OCCCO2	3.0	-0.7	-0.4	0.3	6.9	1.1	3.6	0.1	-0.4	-2.6	-7.9
CN(C)S(=O)(=O)c1ccc(C(=O)Nc2ccn(C)n2)cc1	2.8	0.0	1.7	0.5	0.6	1.2	2.1	-0.2	-1.0	0.7	1.1
CN(CC1CCCO1)S(=O)(=O)c1ccc(C(=O)Nc2nnc(-c3ccccc3)o2)cc1 (stereo not given)	-2.0	0.0	-0.4	-1.7	-0.5	0.4	-3.1	-4.8	-1.0	-0.1	-6.0
N#C/C(=C(/O)COC(=O)c1ccc(O)cc1)c1nc2ccccc2[nH]1	3.0	-0.4	-2.8	0.4	1.5	2.0	-1.0	-0.1	-0.4	0.1	-8.4
CCc1nc2ccc(C(=O)Nc3ccc(OC)c(OC)c3)cn2c1N(C)Cc1nccs1	-0.7	0.4	-1.4	-3.1	4.6	x	-2.2	-2.6	-1.7	4.1	-0.4
O=C(CN1CCCCCC1=O)OCc1ncc(-c2ccccc2)o1	1.7	0.5	-0.8	-1.1	-0.5	0.7	0.8	-0.2	-1.3	-1.6	3.1
Cc1ccc(C)c(OCC(=O)NNC(=O)c2ccc(=O)[nH]c2)c1	-2.5	0.2	-1.9	0.0	-3.9	0.5	-0.1	0.5	-1.0	0.8	-15.8
CC(C)(C)c1ccc(C(=O)N2CCC(C(=O)NCc3ccco3)CC2)cc1	-0.8	-0.2	-1.2	-1.6	8.9	-2.1	1.1	-0.2	-0.9	-3.1	-6.5
Cc1ccc(-n2nc3c(=O)n(CCCC(=O)NCCN4CCN(C)CC4)nc(C)c3c2C)cc1	-2.3	0.2	2.5	-1.7	0.0	0.1	0.4	1.2	-1.1	0.2	5.5
C[C@@H]1CN([C@@H](C)CO)S(=O)(=O)c2ccc(Br)cc2O[C@H]1CN(C)C(=O)C1CCC1	-1.5	-0.3	-0.8	1.1	-19.3	0.6	-0.6	-0.4	-1.2	-16.0	2.7
O=C(COC(=O)C1CC2C=CC1C2)Nc1ccc([N+](=O)[O-])cc1 (stereo not given)	0.2	0.2	2.7	-0.5	-0.4	-0.3	-0.1	-1.5	-1.5	4.6	-3.7
O=C(CNS(=O)(=O)c1ccc(Cl)cc1)NC1CCCCC1	-1.6	0.0	0.8	1.0	1.4	-0.1	0.2	-1.4	-0.9	-8.8	-27.1
COc1cccc(CNS(=O)(=O)c2cc3c4c(c2)CCC(=O)N4CCC3)c1	-0.1	-0.3	-1.6	-1.5	2.6	-1.1	1.8	0.3	-1.0	2.5	3.0
COC(=O)/C(=N/Nc1ccc(C)cc1)N1CCCc2ccccc21	0.3	1.0	-0.3	-0.6	-3.8	-1.7	0.6	-0.9	-1.4	-1.3	8.6
O=C1N=C(N2CCOCC2)S/C1=C\c1ccc(OS(=O)(=O)c2ccccc2)cc1	0.3	0.7	-3.5	-1.0	0.5	2.4	-0.6	-1.6	-1.7	5.8	4.7
O=S(=O)(c1ccccc1)c1nc(-c2ccc(Cl)cc2)oc1NCCCN1CCOCC1	-2.2	0.5	1.2	-1.4	-9.6	-0.8	2.9	-0.5	-1.4	-1.7	-3.5
CC(=O)Oc1ccc(-c2cccc(C(=O)Oc3ccccc3)c2)cc1	0.3	0.4	2.6	-0.8	-2.9	1.9	2.9	-0.5	-1.1	-8.4	-4.4
Cc1ccc(S(=O)(=O)NCCNC(=O)c2nonc2N)cc1	-1.7	-0.3	1.1	-0.1	0.4	-0.8	0.6	-0.4	-1.5	0.9	-6.9
COc1cc(OC)nc(Nc2nc(CN)cs2)n1	-1.7	-0.2	-3.4	-2.2	-2.7	x	2.4	0.6	-0.9	-10.1	4.6
Fc1ccc(OCc2nc3ccccc3s2)cc1	11.3*	0.3	9.1*	6.2*	4.3	1.6	2.1	2.2	1.1*	-3.0	-4.0
O=C1CC(NNc2nc3ccccc3s2)C(=O)N1c1ccc(F)cc1 (stereo not given)	0.2	1.0	4.0	0.9	0.7	-0.7	1.5	0.4	-1.2	3.8	-2.5
COC(=O)c1ccc(Oc2nc(Nc3ccccc3)nc(N(C)C)n2)cc1	1.5	-0.3	1.3	-0.9	-5.1	0.0	-1.4	-0.4	-1.6	-0.3	8.7
CCN(CC)S(=O)(=O)c1ccc(C(=O)Nc2c3c(nn2C(C)(C)C)CS(=O)(=O)C3)cc1	0.1	0.1	2.8	-2.4	-0.7	0.4	1.0	-0.7	-0.6	-3.6	-5.9
CCOC(=O)CC[C@H]1CC[C@]2(CCCN(C(=O)c3ccccc3)C2)O1	2.2	0.3	1.9	-0.2	2.6	x	x	-1.0	-0.4	-10.8	-0.4
N#Cc1cccc(C(=O)OCC(=O)N2CCCc3ccccc32)c1	-0.8	0.2	3.7	2.8	-1.4	0.2	2.8	1.6	-0.4	-2.4	1.1
CCOC(=O)c1c(C)[nH]c(C(=O)COC(=O)c2oc3ccc(OC)cc3c2C)c1C	-2.1	-0.7	6.9	0.8	-0.7	0.3	0.1	-0.2	-0.5	1.6	3.1
Cc1nnc2n(c1=O)C(CS(=O)(=O)c1ccccc1)CS2 (stereo not given)	-2.9	0.4	-1.2	-1.6	-0.5	-0.1	0.6	-0.6	-1.8	2.4	7.2
CC(=O)NCC(=O)N1CCC(n2nccc2NC(=O)CCCc2ccccc2)CC1	1.9	-0.6	4.6	1.4	1.1	0.5	2.8	0.6	-0.7	0.8	8.7
CCOC(=O)C(=N/O)/C(C)=N/NC(=O)C(=O)Nc1cc(Cl)ccc1Cl	-0.3	-0.1	-2.0	1.4	-5.0	0.3	-0.3	-0.5	-1.2	-1.3	-32.3
COC(=O)c1ccc(-c2noc(CN(Cc3nccn3C)C(C)C)n2)cc1	2.5	-0.3	-3.1	-0.9	2.5	-0.3	2.8	-0.6	-0.2	6.9	1.1
CC1=[N+](C)c2c(ccc3cccnc23)C1(C)C	-12.5	1.7	-7.2	-4.5	-2.4	-8.6	-5.3	-5.6	-3.3	1.0	1.1
Cc1ccc(Nc2nc(Oc3ccc(OCc4ccccc4)nn3)nc(N3CCOCC3)n2)cc1	-1.1	0.2	0.7	1.2	-0.2	1.5	0.6	-0.1	-1.7	4.0	-3.6
CCCOc1ccc(CSc2nnc(CCC)n2N)cc1	1.2	-0.3	2.0	-1.9	2.3	-0.5	-0.8	-0.2	-0.8	-2.0	-0.7
C=C1CCN([C@@H](CC(C)C)C(=O)NCCC(C)C)S(=O)(=O)c2ccccc21	-3.5	-0.9	-1.3	-2.7	-3.9	0.4	1.5	-0.1	-1.2	-6.7	5.7
CC(C)COC(=O)N(C)C[C@@H]1OCc2cnnn2CCCC(=O)N([C@H](C)CO)C[C@@H]1C	-0.1	0.6	-2.1	1.3	1.3	2.4	-0.7	-0.5	-1.3	0.2	8.8
CCCn1nc(C(=O)NCC2COc3ccccc3O2)c2ccccc2c1=O (stereo not given)	-0.9	0.6	-3.0	-1.4	-0.4	0.5	2.3	-0.7	-1.3	-1.5	-9.9
O=C(O)CC1CCC1CC(=O)O (stereo not given)	5.8	-0.5	2.8	-0.6	-2.7	-1.0	1.3	-0.7	-0.8	0.7	-0.8
CCC(C)(C)n1nnnc1C(c1ccccc1)N1CCc2ccccc2C1 (stereo not given)	1.4	0.1	-2.2	1.5	-28.9	0.9	1.4	0.5	-0.9	-31.9	2.4
Cc1cc(C)n2nc(CC(=O)NNC(=O)c3ccccc3Cl)nc2n1	0.6	1.0	1.7	3.5	-2.9	0.0	-2.0	-0.5	-0.8	-5.8	16.6
COc1ccc(/C(C)=N/NC(=O)Cc2ccc(Cl)cc2)cc1	-0.7	0.6	-0.2	-0.3	1.1	0.0	1.9	-0.2	-1.6	3.5	-3.1
COc1ccc(/C=C(/NC(=O)c2ccc(Br)cc2)C(=O)N2CCOCC2)cc1	0.4	0.8	-3.7	-0.3	0.5	-0.1	2.0	2.1	-0.9	-1.6	-5.0
Cc1ccc(CC(=O)Nc2ccc(F)c([N+](=O)[O-])c2)cc1	-2.8	-0.1	-3.7	0.6	1.8	-0.7	2.3	-0.1	-0.9	10.2	9.9
C=CCn1c(CSc2nc3ccccc3s2)nnc1SCC(=O)OCC	-0.1	0.1	2.0	3.9	2.8	0.5	-0.3	-0.4	-0.6	-2.9	1.5
CSc1cccc(CN(C)C(=O)C2CCC(=O)N(CCCN3CCCC3=O)C2)c1 (stereo not given)	-1.3	0.0	-1.5	0.9	1.6	0.1	1.2	-0.5	-1.0	-2.3	3.0
CCOC(=O)CNC(=O)CSc1nnc(C)c(=O)[nH]1	1.4	0.2	-4.2	2.4	3.0	-0.1	0.6	-0.2	-1.1	-1.1	3.3
O=C(COc1ccc(Br)cc1)Nc1nnc(-c2cccnc2)s1	-2.3	-0.1	-1.5	0.5	-2.0	x	x	-0.3	-1.4	4.0	-2.3
NNC(=O)c1cc2cc(OC(F)(F)F)ccc2[nH]1	-0.7	-0.4	2.3	0.5	-5.1	0.2	-0.4	-0.9	-0.7	-1.4	-6.1

Complete entries from above.
O=C(COc1ccc(Br)cc1)Nc1nnc(-c2cccnc2)s1 in the list: hgDAF12 agonist: -2.3; KLK7 zymogen act: -0.1; SMARCA2 activ: -1.5; hcDAF12 agonist: 0.5; NPR1 activator: -2.0; DAX1 inh-1: x; GAA850 FXN act: x; DAX1 inh-2: -0.3; ssDAF-12 act: -1.4; GC-B act: 4.0; HGIII-sPLA2 inh: -2.3
NNC(=O)c1cc2cc(OC(F)(F)F)ccc2[nH]1 in the list: hgDAF12 agonist: -0.7; KLK7 zymogen act: -0.4; SMARCA2 activ: 2.3; hcDAF12 agonist: 0.5; NPR1 activator: -5.1; DAX1 inh-1: 0.2; GAA850 FXN act: -0.4; DAX1 inh-2: -0.9; ssDAF-12 act: -0.7; GC-B act: -1.4; HGIII-sPLA2 inh: -6.1

Compound activity as filed in PubChem.
